SDO1 yeast rescue – growth rescue of sdo1-depleted yeast, primary screen, S. cerevisiae, bone marrow failure model | S. cerevisiae sdo1-depleted JHY4D growth rescue, OD600 30 h; hits give high values; pdr5 snq2 efflux-pump mutant strain | z-score at 10 µM | 0.21% of 140,000 active | AID 817, 2007;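 active = z-score above 3 at both the 24 hr and the 30 hr optical density reads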;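 note: z-score against mean and SD of all compound wells on the same plate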
Insulin prom inh – inhibitors of insulin promoter-driven GFP, primary screen, imaging, TRM-6 cells (human fetal islet line), eGFP reporter, cell count; reporter expression induced with tamoxifen; inhibition, % at 2 µM; 0.9% of 130,000 active; AID 1273, 2008;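 active = inhibition above the mean plus 3 SD, with well images judged a real hit on visual review, cut at about 60% in these data, passing the limit was not always enough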
SDO1 yeast rescue Rescue 24 h – recorded beside SDO1 yeast rescue, whose call it bears; z-score; S. cerevisiae sdo1-depleted JHY4D growth rescue, OD600; measured here: growth rescue at 24 h;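 0 is the plate mean of compound wells and units are plate SD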
Active calls of the source: *; / = no result given.

Sequence of screens: SDO1 yeast rescue, SDO1 yeast rescue Rescue 24 h, Insulin prom inh
COc1ccccc1N1CCN(C(=O)COc2ccc(Cl)cc2)CC1
    -0.87, -0.84, 18.8
CC(C)C(O)(C#CCN1CCCCC1)c1ccccc1 (stereo not given)
    1.18, 0.97, 6.8
Cc1ccccc1CN1CCN(CC(=O)NCCCN2CCN(c3ccc(F)cc3)CC2)C1=O
    0.37, 0.86, 12.5
O=c1cc2c(nn1Cc1ccc(Cl)cc1Cl)-c1ccccc1CC2
    -2.34, -1.23, /
O=C(C(=C1NCCN1)n1cncn1)c1ccccc1
    2.23, 1.47, -126.7
O=C1CN(C(=O)COC(=O)CCCOc2ccccc2)c2ccccc2N1
    /, /, -85.7
CC(C)C1Cc2[nH]c(=O)c(C(=O)O)cc2CO1 (stereo not given)
    -0.24, -0.79, -105.7
COc1ccc(CC(=O)Nc2cccc3ncccc23)cc1OC
    /, /, -77.8
COc1ccc(OC)c(/C=N\NC(=O)CC(=O)NCCc2ccccc2)c1
    /, /, 40.0
CCCc1cc(-c2nc(-c3ccc(C)cc3)cs2)ccn1
    -1.31, -0.87, 0.0
COc1cccc(N/C(SC)=C(/C#N)C(N)=O)c1
    -0.56, -0.56, 36.8
Cc1cc(NC(=O)C2CC(c3ccc(F)cc3)=NO2)n(-c2ccccc2)n1 (stereo not given)
    0.24, -0.25, /
COc1cccc(Oc2coc3c(CN4CCOCC4)c(O)ccc3c2=O)c1
    1.03, 0.67, -7.1
COCCNC(C)C(=O)Nc1ccc(Br)cc1 (stereo not given)
    -0.01, -0.74, /
O=C(/C=C/c1ccc2c(c1)OCCCO2)c1ccc2ccccc2c1O
    -1.24, -0.16, -30.2
CC1=CC2(C#N)C3(N=C(N)C2(C#N)C(c2ccccc2)N1)OCCO3 (stereo not given)
    -0.07, -0.65, -58.6
CCCOc1ccc(C(=O)CCN2CCCCC2)cc1
    0.02, 0.23, /
CCc1c(C)c(C#N)c2nc3ccccc3n2c1NCC1CCCO1 (stereo not given)
    -2.11, -1.89, -79.3
CCc1ccc(NC(=O)CSc2nc3c(c(=O)n(C)c(=O)n3C)n2C)cc1
    0.35, 0.97, -65.8
COc1cccc(NC(=O)N[C@@H](Cc2ccccc2)C(=O)O)c1
    0.79, -0.02, 17.2
CC1Cc2ccccc2N1C1=NS(=O)(=O)c2ccccc21 (stereo not given)
    -0.42, -0.48, -9.1
CN(c1ccccc1)c1ccc(/C=c2\s/c(=C(/C#N)C(=O)C(C)(C)C)n(Cc3ccco3)c2=O)cc1
    -0.58, -0.91, -177.8
Cc1ccc(C(=O)Nc2c(C(=O)N3CCOCC3)cnn2-c2ccccc2)cc1
    -0.48, -0.78, -2.6
CCOC(=O)c1sc(NC(=O)CSc2nc(C)cc(C)c2C#N)c(C#N)c1C
    0.33, 2.32, 0.0
O=C(O)c1cccc(N2CCCCS2(=O)=O)c1
    -0.57, -0.99, /
CCC(=O)Nc1ccc(C(=O)OCC(=O)c2ccc(C)c([N+](=O)[O-])c2)cc1
    -0.35, -0.16, 10.3
CCN(CC)S(=O)(=O)c1ccc(NC(=O)C2CCCN(C(=O)c3ccc(Cl)cc3)C2)cc1 (stereo not given)
    -0.71, -0.88, -37.0
COc1ccc(NC(=S)N(CCCN2CCN(C)CC2)Cc2cccs2)cc1
    0.69, 0.17, 13.3
CC(=O)Oc1ccc2c(=O)c(Oc3ccccc3)coc2c1OC(C)=O
    -0.29, -0.29, -10.7
Cc1c(/C=C/C(=O)c2ccc(C(C)C)cc2)cnn1C
    /, /, -11.8
COc1ccc(C(=O)NC(=O)Nc2ncccc2C)cc1
    1.35, 2.09, 0.0
CCN(CC)S(=O)(=O)c1ccc(Cl)c(C(=O)Oc2cccc(-c3cnc4ccccc4n3)c2)c1
    -1.43, -0.15, -20.0
O=C(CC(C(=O)N1CCc2ccccc21)n1ccnc1)NCc1cccnc1 (stereo not given)
    0.55, 0.44, -22.7
COCCn1c(N)c(S(=O)(=O)c2cccs2)c2nc3ccccc3nc21
    0.71, 0.69, 31.2
N#Cc1c(-c2ccccc2F)cc(C2CC2)nc1SCC(=O)c1cccs1
    -1.04, -0.47, /
Cc1cccc(NC(=S)N2CCn3cccc3C2c2cccnc2)c1 (stereo not given)
    1.5, 1.31, /
On1cnnc1-c1ccccc1
    0.4, 0.11, /
CCCCCNc1nc(NCCCO)c(C#N)c2c1CN(C)CC2
    0.12, -0.09, -55.2
COc1cnc(-c2ccccc2)[nH]c1=O
    /, /, -30.8
COc1cc(C(=O)N2CCC(n3cnc4cc(F)ccc43)CC2)cc(OC)c1OC
    2.17, 1.02, /
CSCCC1NC2(C(=O)Nc3ccc(Cl)cc32)[C@@H]2C(=O)N(C3CCCC3)C(=O)[C@H]12 (stereo not given in full)
    0.5, 0.12, /
CCOc1ccccc1Nc1nnc(C)c(=O)[nH]1
    0.24, 1.02, 64.3
O=c1c2[nH]c3ccc(Br)cc3c2ncn1CCCn1ccnc1
    1.62, 1.54, 78.8*
c1coc(CNc2ncnc3ccccc23)c1
    0.41, 0.35, /
CC(Sc1nnc(-c2ccco2)o1)C(=O)NCCC1=CCCCC1 (stereo not given)
    /, /, 0.0
CSc1nsc(NC(=O)Cc2ccccc2)n1
    -0.62, -0.95, -103.2
O=C(CCC(=O)c1ccc(F)cc1)Nc1cccnc1
    0.09, 0.01, 50.0
COc1ccc(C2NC(=O)CS2)cc1 (stereo not given)
    0.64, 0.74, -169.0
O=C(NCc1ccccc1)C1CC(=O)N(c2ccc(OCC(=O)N3CCCC3)cc2)C1 (stereo not given)
    1.32, 0.89, -33.3
Clc1ccc(-n2nnnc2SCc2cn3ccccc3n2)cc1
    0.72, 0.33, -11.4
c1ccc(COc2ccc(Oc3nc(N4CCCCC4)nc(N4CCOCC4)n3)nn2)cc1
    -0.66, -0.43, /
CN(c1ccccc1)S(=O)(=O)c1cccc(NC(=O)Cc2c(F)cccc2Cl)c1
    -0.48, -0.04, /
CCOc1ccc2nc(NC(=O)c3ccc(S(=O)(=O)N4CCOCC4)cc3)sc2c1
    0.03, 1.54, 6.1
COc1ccc(COc2cc(-c3cccc(OC)c3)nc3ccc(NC(=O)c4cccnc4)cc23)cc1
    -0.09, -0.53, 15.0
Cc1ccc(C(=O)NCc2nnc(SCC(=O)Nc3ccccc3)n2C)cc1
    0.21, 0.02, -5.6
O=C(NCCN1CCOCC1)c1ccc(CS(=O)(=O)c2c(Cl)cccc2Cl)o1
    0.52, -0.23, /
CCNC(=O)c1c(O)c2ccccc2[nH]c1=O
    -1.04, -0.6, 14.8
Cn1c(COc2ccccc2)nnc1SCCN1CCOCC1
    0.79, 1.14, /
CCOc1ccc(C(CC(=O)O)NC(=O)COc2ccccc2)cc1 (stereo not given)
    0.78, 0.46, 42.4
Cc1cc(=O)[nH]c(SCC(=O)NCc2ccco2)n1
    1.26, 1.1, 4.0

The list goes on.
Sequence of screens: SDO1 yeast rescue, SDO1 yeast rescue Rescue 24 h, Insulin prom inh
Cc1ccc(-n2nc(C)c(/C=N/NC(=O)c3cccs3)c2Cl)cc1
    -0.09, 1.54, /
Cc1ccc(Cn2c(=N)n(CC(O)c3ccco3)c3ccccc32)cc1 (stereo not given)
    -0.14, -0.57, /
COC(=O)c1sc2cc(C(F)(F)F)cnc2c1-c1ccccc1
    -1.41, -0.6, -6.2
Fc1cc(F)c2nc(N3CCCCC3)sc2c1
    1.41, 1.64, /
O=C(C1CCCN(Cc2cccnc2)C1)N1CCCCC1 (stereo not given)
    0.3, 0.53, /
CCCc1nc(SCC(=O)Nc2nnc(CC)s2)c2c(C)c(C)sc2n1
    0.26, 2.46, -45.8
Cc1ccc(N2C(=O)[C@@H]3[C@H](C2=O)[C@H]2C=CC=NN2[C@@H]3C(=O)Nc2ccc(Cl)cc2)cc1
    -0.8, -0.87, 11.6
CC(C)c1ccc(-c2c(C#N)c(N)nc(SCC(=O)N3CCCCCC3)c2C#N)cc1
    -1.11, -0.27, 6.8
CNS(=O)(=O)c1cccc(C(=O)OCC(=O)C23CC4CC(CC(C4)C2)C3)c1
    -0.37, -0.37, 26.7
O=[N+]([O-])c1ccccc1NCCNS(=O)(=O)c1ccc(Cl)cc1
    -1.26, -1.5, -23.3
N#Cc1nc(-c2ccco2)oc1N1CCc2ccccc2C1
    -0.43, 0.06, 19.2
COc1ccc(C)cc1S(=O)(=O)NC1CCCCC1
    -0.11, -0.58, -46.9
COCCNC(=O)c1cc2nc(-c3ccc(F)cc3)cc(C(F)(F)F)n2n1
    /, /, -10.0
Cc1ccc(Cl)cc1NC(=O)C1CCN(S(C)(=O)=O)CC1
    /, /, 45.5
COc1ccc(N/C(=N\c2nc(C)cc(C)n2)NC(C)=O)cc1OC
    -0.52, -0.02, /
CCOC(=O)c1cc[n+](CC(=O)c2ccc(F)cc2)cc1
    0.36, -0.1, 12.9
Cc1cc(OCc2ccc(C(=O)NN=C3CCCC3)cc2)ccc1Cl
    -1.98, -0.69, -36.7
Cc1ccc(-n2c(N)c(C(=O)N3CCOCC3)sc2=S)cc1
    -0.18, -0.42, 65.0
CCN1CCN(CCCN(Cc2ccco2)C(=S)Nc2ccccc2Cl)CC1
    /, /, 46.7
NC(=O)C(=O)NN=C1CCC(c2ccccc2)CC1 (stereo not given)
    1.42, 0.76, -13.3

Record cards, from the list above. Values in the order: SDO1 yeast rescue, SDO1 yeast rescue Rescue 24 h, Insulin prom inh
`Fc1cc(F)c2nc(N3CCCCC3)sc2c1` as listed: 1.41, 1.64, /
`Cc1ccc(Cl)cc1NC(=O)C1CCN(S(C)(=O)=O)CC1` as listed: /, /, 45.5

(more compounds)
Sequence of screens: SDO1 yeast rescue, SDO1 yeast rescue Rescue 24 h, Insulin prom inh
CN(C)/C=N/c1cc(=O)[nH]c(=O)n1Cc1ccccc1
    -0.49, -1.23, 13.6
S=C(NCCCN1CCOCC1)Nc1cccc(-c2nnc3n2CCCCC3)c1
    /, /, 20.0
CC(C)c1cc(C(=O)O)on1
    0.71, 0.34, /
O=c1oc(-c2ccco2)nc2sc3c(c12)CCCC3
    -0.93, -0.41, -47.1
O=C(Cc1ccc(F)cc1)NCCc1ccc(F)cc1
    -0.07, -0.26, 8.3
CCOc1ccc(NS(=O)(=O)c2ccc3c(c2)oc(=O)n3C)cc1
    -0.7, -1.33, /
CC1=C(C#N)CCC(=O)N1Cc1ccc(C)cc1
    -0.31, -0.72, -40.0
Cc1nc2ccc(NS(=O)(=O)c3ccc(C)c(C)c3)cc2s1
    -0.27, 0.7, -4.3
O=C(O)c1ccccc1C(=O)NCC(O)COCC1CC=CCC1 (stereo not given)
    -0.2, -0.14, /
CCOC(=O)N1CCN(C(=O)c2ccc3c(c2)sc2nc(-c4ccc(OC)cc4)cn23)CC1
    -0.85, 0.35, -36.4
CCN(CC)c1nc(N)c2c(N)nc3c(c2c1C#N)CC(c1ccccc1)O3 (stereo not given)
    -1.78, -1.82, /
COc1ccc(N2C(N)=C(C#N)C(c3cccnc3)C3=C2CC(C)(C)CC3=O)cc1 (stereo not given)
    0.75, 1.29, 31.2
Nc1c(C(=O)NCc2ccccc2)sc2nc(N3CCOCC3)c3c(c12)CCCC3
    -1.82, -0.56, -7.7
Cc1cc(NS(=O)(=O)c2ccc(NC(=O)CCN3C(=O)c4ccccc4C3=O)cc2)no1
    0.47, -0.82, -16.2
COC(=O)c1ccc(C(=O)OC)c(NC(=O)CCc2ccc(C)o2)c1
    0.18, 0.04, -140.9
CC(C)C(=O)n1nc(-c2cccnc2)nc1NCc1cccs1
    /, /, -45.5
COc1cc(CC(=O)Nc2ccc3c(c2)CCC3)cc(OC)c1OC
    0.39, 0.47, -64.9
COc1cc2c(cc1OC)-c1cc(OCCN3CCOCC3)nc(=O)n1CC2
    0.82, 1.11, 0.0
CCC1OC2(C)OC(=N)C1(C#N)C(C#N)(C#N)C2c1ccccc1 (stereo not given)
    1.35, 1.54, -34.3
Cc1ccc(S(=O)(=O)N(C)C)cc1NC(=O)COC(=O)c1c(C)noc1C
    0.28, 0.4, -17.5

Structural class: those above with a nitro group on carbon (2)
Sequence of screens: SDO1 yeast rescue, SDO1 yeast rescue Rescue 24 h, Insulin prom inh
CCC(=O)Nc1ccc(C(=O)OCC(=O)c2ccc(C)c([N+](=O)[O-])c2)cc1
    -0.35, -0.16, 10.3
O=[N+]([O-])c1ccccc1NCCNS(=O)(=O)c1ccc(Cl)cc1
    -1.26, -1.5, -23.3

The listing continues.
Sequence of screens: SDO1 yeast rescue, SDO1 yeast rescue Rescue 24 h, Insulin prom inh
Cc1cc(C)nc(NC(=O)NS(=O)(=O)N2CCCCCC2)n1
    -0.03, -1.03, /
O=C(c1ccc(CN2CCOCC2)cc1)N1CCN(c2ccccc2)CC1
    -0.21, -0.24, 25.0
CCOCC(O)CS(=O)(=O)c1ccccn1 (stereo not given)
    0.34, -0.03, /
Cc1cc(Cl)c(S(=O)(=O)N2CCN(c3cccc(C)c3C)CC2)cc1OCC(N)=O
    -0.64, 1.19, 0.0
COCCCNC(=S)N1CCN(S(C)(=O)=O)CC1
    0.63, 0.02, -40.0
O=C(Nc1ccc(Cl)cc1)Nc1ccccc1C(=O)NCc1ccco1
    0.06, 1.45, -24.1
CC(=O)c1cccc(N/C=C\C(=O)c2ccc(C)cc2)c1
    0.06, -0.5, -6.1
O=C(NCc1ccccc1)c1cc(-c2ccncc2)nc2ccc(S(=O)(=O)N3CCOCC3)cc12
    -0.64, 0.67, 33.3
COc1cc(NS(=O)(=O)c2cccc3nsnc23)cc(OC)c1
    -0.32, -0.31, -6.5
N#C/C(=C\c1cn(-c2ccccc2)nc1-c1ccccc1)S(=O)(=O)c1ccccc1
    0.09, 1.46, /
COc1ccccc1N(CCC#N)C(=O)CSc1nc(-c2ccccc2)cn1N
    -0.13, -0.66, /

High-throughput results deposited in PubChem by several laboratories.
